PAFAH1B3 FP inh – blocks human PAF acetylhydrolase 1B catalytic subunit 3 | Q15102 | recombinant PAFAH1B3, FP-rhodamine probe, fluorescence polarization | inhibition, % at 3.39 µM | hit rate 0.28% among 340,000 | AID 492972;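 active means inhibition above the screen-wide average of all tested compounds plus 3 SD, cut at about 25% in these data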;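 further: 0% = enzyme with DMSO only and 100% = wells lacking PAFAH1B3 protein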
Target sequence (Q15102 whole entry, looked up): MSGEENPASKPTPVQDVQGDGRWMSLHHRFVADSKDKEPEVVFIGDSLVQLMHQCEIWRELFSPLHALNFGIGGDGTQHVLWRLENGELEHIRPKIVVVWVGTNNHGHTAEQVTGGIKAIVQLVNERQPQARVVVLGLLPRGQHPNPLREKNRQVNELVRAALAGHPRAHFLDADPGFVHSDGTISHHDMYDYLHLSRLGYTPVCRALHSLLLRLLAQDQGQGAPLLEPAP
pPAFAH inh – inhibitors of human plasma PAF acetylhydrolase (pPAFAH); recombinant pPAFAH, FP-rhodamine probe fluorescence polarization; hit rate 1.5% among 330,000; Q13093; inhibition, % at 3.39 µM;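 active means inhibition above the mean inhibition across the screen plus 3 SD, cut at about 25% in these data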;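 further: inhibitors block binding of the rhodamine activity-based probe so polarization drops; 0% = enzyme with DMSO and 100% = wells lacking pPAFAH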
PAD4 inh – PAD4 (human) enzyme inhibition. recombinant PAD4, RCA probe fluorescence polarization. inhibition, % at 6.36 µM. hit rate 0.41% among 330,000;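 active means percent inhibition above a cutoff equal to the mean of all tested compounds plus 3 SD, cut at about 15% in these data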;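 further: 0% = PAD4 with RCA probe and DMSO and 100% = probe without PAD4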
PAFAH2 inh – inhibitors of human PAFAH2 | Q99487 | recombinant PAFAH2, FP-rhodamine activity probe, fluorescence polarization | inhibition, % at 3.39 µM | hit rate 0.99% among 340,000 | AID 492956;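 active means inhibition above the mean over all tested compounds plus 3 SD, cut at about 30% in these data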;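 further: inhibitors block probe labeling of enzyme so polarization drops; 0% = enzyme with DMSO and 100% = wells lacking PAFAH2 protein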
GSTO1 counter – blocks human GSTO1 in RBBP9 counter-screen; P78417; recombinant GSTO1, activity-based probe fluorescence polarization; inhibition, % at 5.96 µM; hit rate 1.1% among 300,000; AID 1974;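 active means inhibition above the campaign mean inhibition plus 3 SD, cut at about 35% in these data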;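 further: 0% = GSTO1-1 with DMSO and 100% = wells lacking GSTO1-1 enzyme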
Target sequence (P78417 whole entry, looked up): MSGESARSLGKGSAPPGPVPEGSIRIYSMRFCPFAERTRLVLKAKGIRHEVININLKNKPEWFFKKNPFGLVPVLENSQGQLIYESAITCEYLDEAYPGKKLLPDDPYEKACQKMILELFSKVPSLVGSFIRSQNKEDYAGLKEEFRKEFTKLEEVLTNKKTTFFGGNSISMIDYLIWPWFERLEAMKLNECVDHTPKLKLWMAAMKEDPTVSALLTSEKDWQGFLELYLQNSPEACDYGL
PME-1 primary – blocks human protein phosphatase methylesterase 1; recombinant PME-1, FP-Rh probe fluorescence polarization; AID 2130; inhibition, % at 5.9 µM; hit rate 0.53% among 320,000;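 active means inhibition above the campaign mean of all compounds plus 3 SD, cut at about 26% in these data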;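 further: competitive labeling of PME-1 active site by serine hydrolase directed probe; 0% = PME-1 with DMSO and 100% = wells lacking PME-1 enzyme; inhibitors block probe labeling so polarization falls and inhibition rises; many of its hits are not listed in these tables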
Fam108B counter – counter-screen for RBBP9 inhibitors: inhibitors of mouse Fam108B; AID 1947; recombinant Fam108B, FP-Rh probe fluorescence polarization; inhibition, % at 9.51 µM; hit rate 0.33% among 300,000;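 active means inhibition above the screen mean inhibition plus 3 SD, computed separately per campaign, cut at about 18% in these data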;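 further: inhibitors lower polarization as less probe binds the enzyme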
PAFAH1B2 inh – inhibitors of human PAFAH1B2. P68402. inhibition, % at 3.39 µM. hit rate 1.2% among 340,000. recombinant PAFAH1B2, FP-rhodamine activity probe, fluorescence polarization;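 active means inhibition above the mean of all tested compounds plus 3 SD, cut at about 24% in these data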;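 further: 0% = enzyme with DMSO and 100% = wells lacking PAFAH1B2; many of its hits are not listed in these tables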
Target sequence (P68402 whole entry, looked up): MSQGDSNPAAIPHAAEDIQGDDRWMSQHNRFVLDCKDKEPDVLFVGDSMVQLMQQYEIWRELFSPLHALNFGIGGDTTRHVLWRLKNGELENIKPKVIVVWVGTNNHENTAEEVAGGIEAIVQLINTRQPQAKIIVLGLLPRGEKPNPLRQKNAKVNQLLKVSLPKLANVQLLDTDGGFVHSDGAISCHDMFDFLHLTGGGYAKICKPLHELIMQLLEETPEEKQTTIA
LYPLA1 inh – blocks human lysophospholipase 1, a PME1 counter-screen; recombinant LYPLA1, FP-Rh probe fluorescence polarization; inhibition, % at 5.9 µM; hit rate 0.16% among 320,000;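 active means inhibition above the mean of all tested compounds plus 3 SD, set per campaign, cut at about 14% in these data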;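 further: inhibitors block serine hydrolase probe labeling of LYPLA1 so polarization falls; 0% = enzyme with DMSO and 100% = wells lacking LYPLA1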
Target sequence (O75608 whole entry, looked up): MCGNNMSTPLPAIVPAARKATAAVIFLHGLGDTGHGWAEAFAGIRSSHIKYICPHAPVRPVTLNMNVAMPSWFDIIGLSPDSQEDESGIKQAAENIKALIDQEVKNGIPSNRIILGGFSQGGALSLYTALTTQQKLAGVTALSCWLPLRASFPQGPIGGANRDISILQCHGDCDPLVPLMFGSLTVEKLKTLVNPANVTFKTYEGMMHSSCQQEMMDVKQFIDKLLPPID
* marks the source's active call; other numbers are inactive results; · = no result given. Some of the compounds tested, so the mix of outcomes need not match the whole.

SMILES,PAFAH1B3 FP inh,pPAFAH inh,PAD4 inh,PAFAH2 inh,GSTO1 counter,PME-1 primary,Fam108B counter,PAFAH1B2 inh,LYPLA1 inh
COc1ccc(N2CCN(CC(=O)Nc3ccc(-n4cnnn4)cc3)CC2)cc1,13,6,0,4,2,-1,1,-2,-2
O=C(O)/C(=C\c1ccco1)NC(=O)c1ccc(Br)o1,11,10,-2,24,1,-1,-1,5,0
COC(=O)c1nnn(-c2nonc2N)c1CSc1nnc(N)s1,10,-1,0,1,3,3,4,0,0
COc1ccc(CNC(=O)COc2ccc([N+](=O)[O-])cc2)cc1,9,2,-3,-1,2,-5,-1,6,3
O=C(NC(Cc1ccccc1)C(=O)O)/C(=C\c1ccco1)NC(=O)c1ccc(Br)cc1 (centres undefined),2,16,-5,18,8,-8,1,4,3
CN(C)CCCNC(=S)Nc1ccc(Br)cc1,9,-1,-5,4,-2,-5,-3,4,0
COc1ccc(C2SCCN2S(=O)(=O)c2ccccc2)cc1 (centres undefined),14,7,0,1,-4,4,-2,13,3
COC(=O)Cc1c(C)c2c(OCc3nn[nH]n3)cc(C)cc2oc1=O,1,0,-5,-2,0,-2,-1,3,-2
CCN(CC(O)c1cccc(O)c1)C(=O)C12CC3CC(CC(C3)C1)C2 (centres undefined),6,5,3,2,2,-9,-2,14,-5
COC(=O)C(C)Sc1nc2c(cnn2-c2ccc(C)cc2)c(=O)[nH]1 (centres undefined),4,-1,3,-1,-4,-1,0,-4,-1
C/C(=N\NC(=O)c1ccc2c(c1)OCCO2)c1ccccc1,5,7,0,0,-2,-2,-1,2,-3
CC1CCCN(C(=O)CCS(=O)(=O)c2ccc3c(c2)n(C)c(=O)c(=O)n3C)C1 (centres undefined),0,0,-2,4,0,-5,-1,-1,8
COc1ccc(NC(=O)c2ccc(-c3csc(C)n3)cc2)cc1,3,-12,-5,-1,-1,0,5,0,-3
CNc1nc(N(C)C)nc(N(C)C)n1,6,1,1,-10,2,-3,3,-3,4
COc1ccc(C2CC(c3c(-c4ccccc4)c4cc(Cl)ccc4[nH]c3=O)=NN2S(C)(=O)=O)cc1OC (centres undefined),-20,23,-3,-24,-12,-40,-35,-4,-10
CCCSc1nsc(NC(=O)CC)n1,-1,2,-2,13,5,3,0,3,-1
O=C(O)c1cc(O)c2c(c1)C(=O)c1cccc(O)c1C2=O,13,36*,-3,34*,50*,5,12,14,0
COCCn1cnc2c1c(=O)n(CC(=O)NCC(F)(F)F)c(=O)n2Cc1ccccc1,11,-2,7,4,-2,0,2,4,1
O=c1c(N2CCOCC2)nsn1Cc1ccccc1,-9,-5,-4,5,0,-4,-1,5,2
O=C(COC(=O)c1ccc(S(=O)(=O)N2CCCC2)cc1)Nc1ccc(Cl)cc1,2,0,-7,6,·,-16,·,0,-3
O=C(COc1ccc2c3c(c(=O)oc2c1)CCC3)c1ccc2c(c1)OCO2,-7,10,-3,-12,-3,1,-9,-6,-3
COc1ccccc1NC(=O)C1=C(C)Nc2nnnn2C1c1ccccn1 (centres undefined),-4,-1,2,5,1,4,1,-1,-2
CCOC(=O)C1CCN(C(=O)c2cc3c(s2)-c2ccccc2OC3)CC1,3,-4,-3,13,3,-8,-2,10,0
O=C(CSc1n[nH]c(-c2cccnc2)n1)OC1CCCCC1,-4,1,-4,10,6,2,-1,4,-5
CCN(Cc1ccc(C#CCCO)cc1)CC1CCCN(CCc2cccc(OC)c2)C1 (centres undefined),3,0,1,0,1,1,1,-2,2
Cc1cc(=O)oc2cc(OCC(=O)N3CCC(C(N)=O)CC3)ccc12,2,-2,1,-3,-9,3,2,-1,-2
CCC(Sc1ccccc1C(=O)O)C(=O)O (centres undefined),3,3,-5,-10,0,1,3,3,1
CCOC(=O)N1CCN(S(=O)(=O)c2ccc3c(c2)C(C)C(=O)N3)CC1 (centres undefined),5,-6,-4,6,·,-6,·,2,-2
Cc1ccc(S(=O)(=O)NCc2cccnc2)cc1,0,6,-2,-2,3,-10,-3,0,-1
CCc1cc(C(=O)Cc2cnn(-c3ccccc3)c2)c(O)cc1O,-1,-5,1,-8,-11,-5,1,0,-6
Cc1ccc(CN2CCN(Cc3ccccc3-c3ccco3)CC2CCO)o1 (centres undefined),2,5,-3,-1,2,-2,-1,1,-1
Cc1ccc(S(=O)(=O)N(C)CC(=O)O/N=C(\N)c2cccnc2)cc1,5,0,-6,3,3,1,-4,7,3
Cc1ccc(C(=O)NCC2CCCO2)cc1[N+](=O)[O-] (centres undefined),-3,0,2,-5,-1,-4,-4,0,0
COC(=O)c1ccc(Cl)c(NC(=O)CN2CCC(C)CC2)c1,4,4,1,-5,-1,1,4,-2,-1
Cc1cccc2c1cnn2C(=O)Nc1ccccc1Br,1,-2,-3,0,-6,9,2,0,1
Cn1nc(-c2ccc(Cl)cc2)c2cc(C(=O)NCc3ccco3)sc21,-11,-40,1,-36,-32,-76,-56,-18,-60
O=S(=O)(CCSc1nc2ccccc2s1)c1nc2ccccc2s1,-12,0,50*,-4,-7,4,0,5,-3
Cc1ccc(S(=O)(=O)N2CCCCC2C(=O)N2CCN(Cc3ccccc3)CC2)cc1 (centres undefined),12,4,0,3,6,2,2,5,1
COc1ccc(C(NC(=O)CNC(C)=O)C(=O)Nc2ccc3c(c2)OCCO3)cc1 (centres undefined),3,3,-3,5,4,0,-2,-1,0
CCC(=O)Nc1sc(Cc2ccccc2)c(C)c1C(N)=O,5,7,-5,0,-4,-1,-1,5,0
CCN1CCN(C(=O)CN(CC)S(=O)(=O)c2ccc(Cl)cc2)CC1,4,4,-1,0,-2,0,-3,3,0
O=C1CN(C(=O)COC(=O)CNC(=O)c2ccc(Br)o2)c2ccccc2N1,3,4,0,9,2,3,-1,2,3
Cc1onc(-c2ccccc2)c1C(=O)OCC(=O)Nc1ccc(C#N)cc1,8,-6,-6,7,·,-7,·,3,-2
O=C1NN(c2ccc(F)c(Cl)c2)C(=O)/C1=C\c1cccc(OC(=O)c2cccs2)c1,12,40*,-1,34*,3,1,17,42*,-7
COc1cc(-c2nc(Cc3ccccc3Cl)no2)cc(OC)c1OC,0,20,-4,5,0,8,5,4,2
CCN1CCN(C(=O)C2c3cc(OC)c(OC)cc3C(=O)N3CCc4ccccc4C23)CC1 (centres undefined),3,3,-1,6,7,5,0,5,2
CCc1ccc(NC(=O)c2[nH]c(C)c(C(C)=O)c2C)cc1,-4,0,-1,3,-1,-3,-3,8,-21
Cc1noc(C)c1C(=O)NCc1ccccc1,2,-8,-2,-6,0,2,4,3,-3
Cc1nc(P(=O)(c2ccccc2)c2ccccc2)c(N2CCOCC2)o1,-5,0,4,2,-3,-3,2,-2,-4
COC(=O)c1scc(C#N)c1N/N=C(\C#N)S(=O)(=O)c1ccc(Cl)cc1,·,10,0,·,-5,0,-6,·,0
O=C(CC1CCCCC1)Nc1nc2ccccc2s1,11,1,-1,-2,-2,5,-2,-1,-1
CCc1[nH]nc(C(=O)N2CCCC(Nc3cccc(F)c3)C2)c1C (centres undefined),0,1,-5,-4,-6,2,-4,-5,1
N#C/C(=C\Nc1ccccc1SC(F)(F)F)c1nc(-c2ccc(F)cc2)cs1,5,6,-2,1,6,5,0,-5,1
COc1cccc(/C=N/NC(=S)Nc2cccnc2)c1,10,-5,2,7,19,0,3,0,3
COc1ccc(N2CCN(C(=O)CCCC3=NS(=O)(=O)c4ccccc4N3)CC2)cc1,-1,5,2,-10,-1,2,0,2,-2
COc1ccc(-c2cc(NC(=O)c3cncn3-c3ccccc3)ccc2OC)cc1,-2,4,-1,-2,-3,1,-4,-1,1
O=C1C[C@@H](c2ccc(O[C@@H]3O[C@H](CO)[C@@H](O)[C@H](O)[C@H]3O)cc2)Oc2cc(O)ccc21,14,0,1,1,2,3,1,0,-2
COc1ccc(C2C3=C(CC(C)(C)CC3=O)Nc3nc(C)nn32)cc1OC (centres undefined),·,-4,0,·,9,8,2,·,2
CC(C)(C)c1cc(NC(=O)Nc2ccc(Cl)cc2Cl)no1,3,1,4,-1,0,-22,-11,0,-20
O=C(C1CCN(S(=O)(=O)c2ccc(Cl)cc2)CC1)N1CCCC1,8,-2,-5,-4,10,2,-5,10,1

(list continues)
SMILES,PAFAH1B3 FP inh,pPAFAH inh,PAD4 inh,PAFAH2 inh,GSTO1 counter,PME-1 primary,Fam108B counter,PAFAH1B2 inh,LYPLA1 inh
CCCCOc1ccc(/C=N/NC(=S)Nc2cccc(C)c2C)cc1,1,2,4,2,-9,5,-3,3,-1
CCC(C)C(NC(=O)c1ccccc1NC(=O)c1ccco1)C(=O)NC1CCCCC1 (centres undefined),10,-3,0,5,-8,0,-1,0,3
CN(Cc1ccc(F)cc1)C(=O)CNC(=O)c1ccc2c(c1)OCO2,7,2,4,6,-4,-2,2,2,1
CC(=O)O[C@@H]1[C@@H](OC(C)=O)[C@H](n2ccc3cc([N+](=O)[O-])ccc32)OC[C@@H]1OC(C)=O,5,-5,-7,4,0,-8,-1,2,2
CSc1ccc(Cl)c(C(=O)OCC(=O)N2CCN(C(=O)c3ccco3)CC2)c1,9,-5,-1,5,·,-6,·,5,1
CCOC(=O)N1CCN(Cc2nc(-c3cccc(Cl)c3)no2)CC1,1,8,4,1,-6,2,2,5,-3
COc1cccc(CN(C)C(c2ccccc2)c2ccccc2)c1OC,21,0,-2,3,2,-6,0,2,1
OCCNc1nc(NCCC2=CCCCC2)nc(N2CCOCC2)n1,2,2,-6,-3,-3,-1,0,5,-1
Cc1cc(SCc2ccc(Cl)cc2)nc(=O)[nH]1,6,7,6,2,-5,-4,-6,11,1
Cc1ccc(OCC(=O)OCC(=O)c2c(N)n(C)c(=O)n(C)c2=O)cc1C,-3,-4,1,-2,7,6,3,-1,3
COCCCNC(=O)CSc1nc2ccc(N3CCOCC3)cc2c(=O)n1CCc1ccccc1,3,5,-2,12,15,1,0,4,3
CCC(CC)NC(=O)Cc1ccc(S(=O)(=O)N2CCOCC2)s1,0,16,-1,6,1,0,-2,4,-2
Cc1cc(-c2ccccc2)nc2cc(C(=O)NCc3ccco3)nn12,-3,0,3,3,7,6,4,-2,-2
Cn1nnnc1SCC(=O)NNC(=O)c1ccc(F)cc1,5,-1,0,6,10,3,2,2,-2
COc1ccc2nc(NC(=O)CS(=O)(=O)c3ccc(C)cc3)sc2c1,8,0,-2,9,2,3,2,8,4
CCN(CC)S(=O)(=O)c1ccc(NC2c3ccccc3C(=O)N2Cc2ccco2)cc1 (centres undefined),-12,3,1,7,0,4,-7,1,-4
COc1ccc(CCNC(=O)Nc2ccc3c(c2)OCO3)cc1OC,5,0,-4,-6,0,3,7,5,7
CC(=O)Nc1ccc(S(=O)(=O)Oc2ccc(C(=S)N3CCC(O)CC3)cc2)cc1,2,0,5,-12,-3,5,-1,-7,3
O=C(Cn1cnc2c(nnn2Cc2ccccc2F)c1=O)OCc1ccccc1,-5,-2,-4,2,0,2,-2,-2,-2
Cc1ccc(S(=O)(=O)Nc2ccc(S(=O)(=O)NC(C)(C)C)cc2)cc1,5,6,-3,6,-1,0,0,7,-2

Source: PubChem BioAssay (The Scripps Research Institute Molecular Screening Center)
